MsrA inhibitor: inhibitors of bovine MsrA; actives 0.75% (n = 360,000); purified bovine MsrA, absorbance read-out; inhibition, % at 15.5 µM; AID 651718; in the data active = inhibition above about 4.5%;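 also: 0% = vehicle wells with enzyme and 100% = reference inhibitor wells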
Neddylation inh: inhibitors of human cullin neddylation. P61081+Q13564. TR-FRET cullin neddylation, biochemical. calls only at 25 µM. actives 0.58% (n = 360,000). AID 651699; in the data active = inhibition above about 36%
MLLE-PAM2 inh: inhibitors of microRNA-mediated deadenylation, human PABP1 MLLE binding; P11940; actives 0.36% (n = 360,000); inhibition, % at 20 µM; GST-MLLE / FITC-PAM2 fluorescence polarization; in the data active = inhibition above about 35%, passing the limit was not always enough;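 also: plate controls were DMSO wells with GST-MLLE for no effect and wells lacking GST-MLLE protein for full effect; some results filed as inactive read as strong as hits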
TbMetRS inhib: blocks T. brucei methionyl-tRNA synthetase activity; actives 0.4% (n = 360,000); purified T. brucei MetRS, ATP depletion, Kinase-Glo luminescence; inhibition, % at 11.9 µM;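 active = inhibition above a per-plate cutoff of the control wells' mean inhibition plus 3 SD, cut at about 5.5% in these data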;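 also: 0% = DMSO wells median and 100% = median of wells with control inhibitor compound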
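technique = Kinase-Glo luminescence, ATP depletion format | system = purified MetRS (methionyl-tRNA synthetase) enzyme from Trypanosoma brucei | timing = 15 min preincubation, 2 h reaction, all 25 °C | evaluation = percent inhibition versus plate control medians | dosing = single dose, 11.9 µM final nominal, 0.9% final DMSO | also added = substrates ATP, L-methionine and bulk Escherichia coli tRNA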
Rin1-Abl PPI inh: human Rin1-Abl interaction inhibition. TR-FRET Rin1/Abl binding, biochemical. inhibition, % at 7.35 µM. actives 0.4% (n = 360,000); in the data active = inhibition above about 5%, passing the limit was not always enough
bovine MsrA act: activates bovine MsrA enzyme; purified bovine MsrA, absorbance read-out; activation, % at 10.6 µM; actives 0.3% (n = 360,000); in the data active = activation above about 7.5%;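 also: 0% = vehicle and 100% = reference activator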
eLon inh: E. coli protease La inhibition | P0A9M0 | purified E. coli Lon protease, fluorescence polarization | inhibition, % at 7.94 µM | actives 0.42% (n = 360,000) | AID 602123; in the data active = inhibition above about 13%, passing the limit was not always enough;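 also: 0% = enzyme with probe and DMSO and 100% = no enzyme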
CSN inh: inhibitors of human CSN-mediated cullin deneddylation. actives 0.38% (n = 360,000). Purified CSN, SCF-Nedd8-OG deneddylation, fluorescence polarization. inhibition, % at 12.5 µM. AID 651999. Q92905;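 active = pattern-corrected inhibition above about 35%, with an unprinted fluorescence ratio check between 0.5 and 1.5, limit read from the data, passing the limit was not always enough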;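 also: 0% = enzyme with substrate and 100% = substrate without enzyme; some results filed as inactive read as strong as hits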
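Assay system: HEK293T-derived human Csn5 enzyme; quantity: 0.24 nM enzyme; medium: Tris/NaCl/DTT buffer, pH 7.5; also added: substrate SCFSkp2-Nedd8OG, 10 nM; doses: 12.5 µM compound; schedule: 90 min reaction at room temperature; signal: FP; read-out: % inhibition of substrate cleavage by Csn5; benchmarks: substrate-only high control, full reaction low control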
FAS TE block: inhibitors of human fatty acid synthase thioesterase domain; P49327; AID 602261; inhibition, % at 15 µM; recombinant FAS-TE, OMFH fluorogenic substrate, fluorescence endpoint; actives 0.67% (n = 360,000);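 active = compounds whose normalised, plate-corrected inhibition of enzyme fluorescence in the single-dose primary screen is 50% or more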;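 also: 0% = DMSO with enzyme and 100% = substrate without enzyme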
Target sequence (P49327 whole entry, looked up, the tested form may be a part): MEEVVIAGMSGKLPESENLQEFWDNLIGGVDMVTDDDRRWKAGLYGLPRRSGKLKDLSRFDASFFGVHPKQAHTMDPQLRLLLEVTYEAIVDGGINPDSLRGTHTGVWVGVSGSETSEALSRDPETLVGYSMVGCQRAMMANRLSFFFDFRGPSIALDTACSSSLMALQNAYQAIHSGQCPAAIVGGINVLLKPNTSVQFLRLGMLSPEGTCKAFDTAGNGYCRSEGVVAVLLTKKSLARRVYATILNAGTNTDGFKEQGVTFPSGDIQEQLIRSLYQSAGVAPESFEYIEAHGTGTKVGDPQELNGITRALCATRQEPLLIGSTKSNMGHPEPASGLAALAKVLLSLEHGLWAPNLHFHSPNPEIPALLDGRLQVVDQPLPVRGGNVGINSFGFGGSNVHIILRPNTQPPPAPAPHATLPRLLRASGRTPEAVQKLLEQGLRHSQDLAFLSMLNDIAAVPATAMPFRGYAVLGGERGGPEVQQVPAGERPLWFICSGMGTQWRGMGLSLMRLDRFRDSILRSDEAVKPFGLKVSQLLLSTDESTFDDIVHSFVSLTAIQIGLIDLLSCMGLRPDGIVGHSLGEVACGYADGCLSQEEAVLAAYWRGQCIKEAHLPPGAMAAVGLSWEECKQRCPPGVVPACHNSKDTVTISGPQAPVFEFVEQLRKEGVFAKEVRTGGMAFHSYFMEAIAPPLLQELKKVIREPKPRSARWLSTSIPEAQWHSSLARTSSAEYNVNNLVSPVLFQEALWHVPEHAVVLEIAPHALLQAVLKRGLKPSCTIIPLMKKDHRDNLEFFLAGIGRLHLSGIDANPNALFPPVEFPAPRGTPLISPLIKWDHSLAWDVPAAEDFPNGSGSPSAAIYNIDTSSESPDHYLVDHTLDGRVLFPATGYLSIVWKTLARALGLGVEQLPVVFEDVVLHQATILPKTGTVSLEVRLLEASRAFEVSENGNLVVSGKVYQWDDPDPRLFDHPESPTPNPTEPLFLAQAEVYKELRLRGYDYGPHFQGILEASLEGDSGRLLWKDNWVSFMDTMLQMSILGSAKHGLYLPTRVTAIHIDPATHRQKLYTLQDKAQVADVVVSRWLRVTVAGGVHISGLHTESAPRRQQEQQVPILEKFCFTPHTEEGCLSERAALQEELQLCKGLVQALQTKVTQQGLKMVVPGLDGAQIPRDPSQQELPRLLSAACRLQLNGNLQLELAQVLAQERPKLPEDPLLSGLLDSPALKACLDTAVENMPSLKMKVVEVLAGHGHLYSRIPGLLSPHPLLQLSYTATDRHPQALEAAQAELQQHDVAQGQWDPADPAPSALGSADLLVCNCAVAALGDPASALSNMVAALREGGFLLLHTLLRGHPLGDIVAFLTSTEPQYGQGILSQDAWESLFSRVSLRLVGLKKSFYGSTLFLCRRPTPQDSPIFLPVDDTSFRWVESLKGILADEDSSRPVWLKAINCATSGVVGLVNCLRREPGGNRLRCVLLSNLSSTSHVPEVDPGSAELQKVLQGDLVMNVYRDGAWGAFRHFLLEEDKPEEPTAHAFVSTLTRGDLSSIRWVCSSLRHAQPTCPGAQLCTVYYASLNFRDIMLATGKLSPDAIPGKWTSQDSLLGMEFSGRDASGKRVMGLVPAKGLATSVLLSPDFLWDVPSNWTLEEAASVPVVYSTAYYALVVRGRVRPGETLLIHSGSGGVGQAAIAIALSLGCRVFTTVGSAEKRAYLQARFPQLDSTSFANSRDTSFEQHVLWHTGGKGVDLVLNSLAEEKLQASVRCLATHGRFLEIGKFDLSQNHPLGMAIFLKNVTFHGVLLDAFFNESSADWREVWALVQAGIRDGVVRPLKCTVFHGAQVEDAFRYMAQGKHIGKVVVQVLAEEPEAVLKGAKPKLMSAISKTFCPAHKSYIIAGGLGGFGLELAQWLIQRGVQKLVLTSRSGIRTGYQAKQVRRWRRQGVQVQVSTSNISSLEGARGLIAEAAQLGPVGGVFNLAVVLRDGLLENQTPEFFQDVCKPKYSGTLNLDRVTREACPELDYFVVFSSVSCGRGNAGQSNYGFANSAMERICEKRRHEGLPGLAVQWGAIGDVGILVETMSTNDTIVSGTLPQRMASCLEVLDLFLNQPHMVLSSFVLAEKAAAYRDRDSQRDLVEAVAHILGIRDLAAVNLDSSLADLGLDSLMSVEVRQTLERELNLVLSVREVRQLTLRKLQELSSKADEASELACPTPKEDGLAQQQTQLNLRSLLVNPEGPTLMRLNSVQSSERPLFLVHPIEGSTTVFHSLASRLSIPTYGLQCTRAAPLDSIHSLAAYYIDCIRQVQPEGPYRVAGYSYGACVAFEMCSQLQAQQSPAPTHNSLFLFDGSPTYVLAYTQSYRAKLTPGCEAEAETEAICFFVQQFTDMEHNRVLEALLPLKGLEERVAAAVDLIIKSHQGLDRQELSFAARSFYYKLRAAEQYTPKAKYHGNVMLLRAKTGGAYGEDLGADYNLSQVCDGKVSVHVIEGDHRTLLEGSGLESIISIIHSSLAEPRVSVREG
Numbers without * were called inactive; i = inactive; x = not tested or not shown; + = active, no number.

SMILES	MsrA inhibitor	Neddylation inh	MLLE-PAM2 inh	TbMetRS inhib	Rin1-Abl PPI inh	bovine MsrA act	eLon inh	CSN inh	FAS TE block
Cc1nn(-c2ccccc2)c(C)c1[N+](=O)[O-]	0.6	i	8	0.1	-2	-3	2	-7	0
CCOc1ccc2oc(C(=O)NC3CCN(Cc4ccccc4)CC3)c(C)c2c1	-0.3	x	-3	-0.1	6	-6	-1	-5	8
O=C(O)c1ccc(NS(=O)(=O)c2cccc(C(=O)Nc3ccccc3[N+](=O)[O-])c2)cc1	1.4	i	1	-1.1	-1	-2	-1	1	-4
COc1ccc(S(=O)(=O)N2CCC[C@H]2C(=O)N2CCC[C@H]2C(=O)N(C)Cc2ccccc2)cc1C	1.2	i	x	0.0	x	1	0	-4	-15
CCCCCCCCCCCCN1[C@@H](CC(=O)OC)c2cc(C(F)(F)F)ccc2S1(=O)=O	0.0	i	6	-0.4	1	-1	3	-7	27
COCC(C)NC(=O)CSc1nc(-c2ccccc2)c(-c2ccccc2)o1 (configuration not stated)	-1.1	i	15	-0.6	-2	0	1	0	10
COc1ccc(S(=O)(=O)N2CCCC(C(=O)Nc3cccnc3)C2)cc1Cl (configuration not stated)	0.3	i	17	-0.9	-1	-9	-12	-3	-8
CC(=O)c1ccc(N(CC(=O)NCCc2ccccc2)C(=O)c2csnn2)cc1	-1.0	i	2	-0.3	1	-1	7	2	2
Cc1ccc(NC(=O)CSCC(=O)Nc2ccccc2C(=O)N2CCCCC2)cc1	-0.1	i	1	-0.3	1	-2	-4	-2	-4
COc1cc(OC)c(C#N)c(S(=O)(=O)Cc2ccccc2)c1	0.3	i	3	-0.4	0	2	3	-6	-4
CCC(CC)c1nnc(NC(=O)c2ccc([N+](=O)[O-])cc2)s1	1.6	i	-8	-0.7	-1	-3	-2	2	7
Cc1cc(C)c(S(=O)(=O)N2CCOC2CNC(=O)C(=O)NCCc2ccc(S(N)(=O)=O)cc2)c(C)c1 (configuration not stated)	-0.1	i	-9	-0.7	0	-8	0	1	-1
O=C(CSc1n[nH]c(-c2ccncc2)n1)NCCc1ccccc1	-1.2	i	-12	-1.4	0	-2	5	1	-11
COC(=O)C1=C(N)Oc2cc(C)n(CC3CCCO3)c(=O)c2C1c1ccccc1 (configuration not stated)	0.1	i	9	-0.2	2	2	-4	-5	0
COc1ccc(S(=O)(=O)N2CCCC2C(=O)NCc2cccs2)cc1 (configuration not stated)	0.6	i	3	-0.3	-2	0	10	6	-3
COc1ccc(S(=O)(=O)N2CCCCCC2)cc1C(=O)OCC(=O)NC(C)(C)C	-0.5	i	-7	0.1	-4	-3	2	2	-3
CCc1ccc(/C=C2/SC(=S)N(CCCC(=O)Nc3cccc(C(=O)O)c3)C2=O)cc1	0.5	i	9	-0.2	-2	-4	-9	4	13
Cc1ccccc1CNC(=O)c1ccc2nc([C@@H]3O[C@H](CO)[C@H](O)[C@H](O)[C@H]3O)[nH]c2c1	0.2	i	-5	-0.1	4	0	8	-1	-4
Cc1cccc(N(CC(=O)N/N=C/c2ccc(C(=O)O)cc2)S(=O)(=O)c2ccccc2)c1C	-1.7	i	-2	0.0	5	-3	-6	8	11
O=S(=O)(c1ccc(C(F)(F)F)cc1)N1CCCN(c2ccc(C(F)(F)F)cn2)CC1	0.1	i	18	0.3	1	-3	2	3	42
CC(C)Oc1ccc(S(=O)(=O)N2CCOCC2)cc1NC(=O)CN1C(=O)c2ccccc2C1=O	-0.3	i	-1	-0.3	4	0	-8	-3	3
COc1cccc(NC(=O)N2CCCc3ccccc32)c1	-0.3	i	3	-0.4	0	-4	1	-1	-7
O=C(Nc1ccccc1N1CCCCC1)c1ccco1	1.0	i	0	-0.1	2	1	-6	-3	7
O=C(Nc1ccc(C(F)(F)F)cc1Cl)c1ccc(Cn2cc(Br)cn2)o1	-0.7	i	5	-0.8	0	-2	-5	0	34
CCn1cc(SCC(=O)NCC2CCCO2)c2ccccc21 (configuration not stated)	0.6	i	10	0.1	-1	0	9	0	-2

Continued, starting with the last two of the part before.
SMILES	MsrA inhibitor	Neddylation inh	MLLE-PAM2 inh	TbMetRS inhib	Rin1-Abl PPI inh	bovine MsrA act	eLon inh	CSN inh	FAS TE block
O=C(Nc1ccc(C(F)(F)F)cc1Cl)c1ccc(Cn2cc(Br)cn2)o1	-0.7	i	5	-0.8	0	-2	-5	0	34
CCn1cc(SCC(=O)NCC2CCCO2)c2ccccc21 (configuration not stated)	0.6	i	10	0.1	-1	0	9	0	-2
C/C(Cn1nnc2ccccc21)=N/OC(=O)c1c(F)cccc1F	-0.8	i	4	-0.8	1	-8	-4	4	-1
Cc1noc(C)c1NC(=O)Nc1cccc2c1O[C@H](CN(C)C(=O)NC(C)C)[C@@H](C)CN([C@H](C)CO)C2=O	-0.3	i	7	-0.2	1	-3	2	-2	30
CC(C)(C)NC(=O)C1CC(=O)N(CCc2ccc(F)cc2)C1 (configuration not stated)	0.4	i	1	-0.1	-4	-2	0	2	-2
C[C@@]12CCC3[C@@](CCC4[C@@]3(C)CCC[C@@]4(C)C(=O)NC3CCCCC3)(CC1=O)C2 (some centres not stated)	-0.3	i	8	-0.2	1	-3	3	-1	28
CCOc1ccc(NC(=O)CC2C(=O)N(c3ccccc3)C(=O)N2Cc2ccccn2)cc1 (configuration not stated)	-0.5	i	3	-0.5	1	-2	-5	2	-4
Cc1ccc(-c2noc(CNC(=O)c3ccoc3C)n2)cc1	1.6	i	-14	0.4	0	-2	1	5	-4
Cc1occc1-c1nnc(SCC(=O)NC2CCC(C)CC2)o1 (configuration not stated)	0.3	i	1	-0.2	-2	-4	-12	-5	6
CC(C)CCNC(=O)CCc1nnc(Cc2c[nH]c3ccccc23)o1	-1.4	i	-4	1.8	1	-3	-1	3	-3
N#Cc1c(SCC(=O)Nc2ccccc2)nsc1SCC(=O)Nc1ccccc1	-0.7	i	3	-0.5	-3	-4	0	2	10
CC(=O)COc1ccc2cc(-c3ccccc3)c(=O)oc2c1	2.4	x	-3	0.3	-2	-2	-2	-2	3
CCSc1nc(O)c(C(c2cccc(OC)c2)c2c(O)nc(SCC)[nH]c2=O)c(=O)[nH]1	0.5	i	1	0.8	-2	-2	5	2	-4
COc1ccc(N2CC(C(=O)Nc3nc4ccc(F)cc4s3)CC2=O)c(OC)c1 (configuration not stated)	0.4	i	-7	-0.4	1	-5	-2	4	2
COc1ccc(CNC(=O)CN2C(=O)COc3ccc(S(=O)(=O)N4CCCCC4)cc32)cc1	-0.5	i	0	-0.5	-3	-1	-5	-3	1
CC(=O)Nc1ccc(S(=O)(=O)N2CCC(NC(=O)C(Cc3ccc(C)cc3)NC(C)=O)CC2)cc1 (configuration not stated)	0.3	i	-6	-0.7	0	-9	4	2	-2
O=C(O)c1ccc(CSc2nc(-c3ccccc3)cc(C(F)(F)F)n2)cc1	-0.2	i	14	-0.9	-2	-7	5	2	-6
CC(=O)Nc1ccc(C(=O)Cn2c3[n+](c4c(F)c(F)ccc42)CCCCC3)cc1	1.7	i	-11	-0.9	4	-10	-2	0	-9
COc1ccc(S(=O)(=O)N2CCCOC2CNC(=O)C(=O)NCCCn2ccnc2)cc1OC (configuration not stated)	1.2	i	4	-0.6	-1	-5	-9	-9	-12
COc1ccc(CN(C(=O)c2nsc(Cl)c2Cl)C(C(=O)NC2CCCC2)c2ccc(OC)cc2)cc1 (configuration not stated)	0.6	i	12	0.5	0	-1	0	-3	23
Nc1c2c3c(sc2nc(=O)n1N)CCCC3	-0.6	i	9	-0.3	-3	-1	-2	-1	0
CCn1c(SCC(=O)Nc2nccs2)nnc1C1CC1	-2.2	i	0	-0.5	2	-8	-3	2	-4
COc1ccc(C(=O)N/N=C/c2ccc(OC(=O)c3ccccc3)cc2)cc1	1.3	i	12	-0.1	1	-6	2	-8	-10
O=C(COC(=O)C1CC2CCCC(C1)C2=O)Nc1ccccc1 (configuration not stated)	1.6	i	6	0.1	1	-3	-7	-3	-6
CC(=O)Nc1ccc(S(=O)(=O)N2CCCCC2C(=O)O)cc1 (configuration not stated)	-1.5	i	-10	-0.8	3	-4	-1	1	-8
COc1ccccc1OCC(=O)Nc1nonc1NC(=O)COc1ccccc1OC	0.0	i	13	-0.2	2	-3	-3	-7	-2
NC(=O)c1ccsc1NC(=O)COC(=O)CCOc1ccccc1	-0.2	i	-7	-0.3	-3	-1	-1	7	1
Continued.
SMILES	MsrA inhibitor	Neddylation inh	MLLE-PAM2 inh	TbMetRS inhib	Rin1-Abl PPI inh	bovine MsrA act	eLon inh	CSN inh	FAS TE block
CCCOc1ccc(/C=N/NC(=O)C(C)Sc2ccccn2)cc1OCC (configuration not stated)	-0.5	i	19	-0.5	-2	-3	-6	3	-1
O=NN(CCF)C(=O)NC1CCS(=O)(=O)CC1	-0.2	i	x	-0.5	x	-2	-2	0	-3
CCOc1cc(C2NC(=O)c3ccccc3O2)ccc1OC(C)C (configuration not stated)	1.4	+	7	-2.2	3	-4	3	3	-4
Cc1ccc(NC(=O)N2CCCn3c(SCC(=O)c4ccccc4)nnc32)cc1	-0.1	i	-39	0.6	-1	-2	7	4	5
O=C1CCc2cc(S(=O)(=O)Nc3cccc(Cl)c3)ccc2N1	0.1	i	1	-0.8	0	-6	-2	-1	-9
CC(C)C[C@H]1COc2cc(N3CCC[C@H]3CO)ccc2S(=O)(=O)N1	1.9	i	x	-0.5	x	-3	0	-7	-8
COc1ccccc1N(CC(=O)N/N=C/c1c(O)ccc2ccccc12)S(C)(=O)=O	2.0	i	-10	-0.1	-3	-3	-2	0	7
O=C(c1ccc(N2CCCC2=O)cc1)N1CCOCC1	-0.5	i	-2	0.7	1	-2	-1	-1	-3
CC(=O)NC(Cc1c[nH]c2ccccc12)C(=O)N/N=C/c1ccccc1 (configuration not stated)	0.0	i	-3	-1.0	2	-9	1	-2	-1
COc1ccc(CNC(=O)C2CCN(S(=O)(=O)c3ccc(-c4nn[nH]n4)cc3)CC2)cc1	0.2	i	-5	-0.1	-3	-5	-2	-7	-5
CCOC(=O)N1CCN(S(=O)(=O)c2ccc(C(=O)N(CCN(CC)CC)c3nc4ccc(C)cc4s3)cc2)CC1	-0.4	i	-1	-0.5	2	-2	3	-2	26
O=C(CCCCCNS(=O)(=O)c1ccc(Br)cc1)NCCN1CCOCC1	-0.3	i	9	-0.5	2	1	-6	-5	-11
CCc1ccc(C2CC(c3ccc(F)cc3)Nc3nc(N)nn32)cc1 (configuration not stated)	-0.2	i	17	-1.8	1	1	-2	-1	5
O=C(NS(=O)(=O)Nc1ccccn1)c1c[nH]c2ccccc12	0.4	i	4	-0.8	2	-2	4	4	-7
CC(Oc1ccc(C(=O)c2ccccc2)cc1)C(=O)Nc1ccc(S(N)(=O)=O)cc1 (configuration not stated)	0.9	i	-4	-0.2	4	-3	-9	-5	1

4 entries from above, with two lines to a compound:
Every second line gives: MsrA inhibitor | Neddylation inh | MLLE-PAM2 inh | TbMetRS inhib | Rin1-Abl PPI inh | bovine MsrA act | eLon inh | CSN inh | FAS TE block
> CC(=O)NC(Cc1c[nH]c2ccccc12)C(=O)N/N=C/c1ccccc1 (configuration not stated)
→ 0.0 | i | -3 | -1.0 | 2 | -9 | 1 | -2 | -1
> COc1ccc(CNC(=O)C2CCN(S(=O)(=O)c3ccc(-c4nn[nH]n4)cc3)CC2)cc1
→ 0.2 | i | -5 | -0.1 | -3 | -5 | -2 | -7 | -5
> CCOC(=O)N1CCN(S(=O)(=O)c2ccc(C(=O)N(CCN(CC)CC)c3nc4ccc(C)cc4s3)cc2)CC1
→ -0.4 | i | -1 | -0.5 | 2 | -2 | 3 | -2 | 26
> O=C(CCCCCNS(=O)(=O)c1ccc(Br)cc1)NCCN1CCOCC1
→ -0.3 | i | 9 | -0.5 | 2 | 1 | -6 | -5 | -11
